Source: PubChem BioAssay (Broad Institute)
Cneo AK release: Cryptococcus neoformans cell lysis inducers, primary screen, AK release luminescence, single concentration; lysis activity, % at 15 µM; actives 0.2% (n = 360,000); AID 651654, 2012; C. neoformans lysis, adenylate kinase release luminescence, 4 h; normalised: neutral wells 0, clomiphene wells 100;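 active = mean lysis activity across replicates of at least 80%, whatever share of replicates individually reach that level; inactive = mean lysis activity below 80%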
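Test system: log-phase Cryptococcus neoformans yeast cells. Input: 5 × 10^6 yeast cells/mL. Medium: fresh YPD growth medium. Doses: single dose. Incubation: static 4 h at 37 °C with compound, 1 h detection. Measured by: luminescent adenylate kinase detection reagent. Read-out: signal increase indicating cell lysis. Benchmarks: Clomiphene.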
PAX8 reporter: inhibitors of PAX8-driven TPO luciferase reporter, primary screen, RMG-I cells, single concentration; SteadyGlo, 24 h; inhibition, % at 12.6 µM; actives 1.2% (n = 360,000); AID 652154, 2013;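 active = mean replicate inhibition at least 60% with every replicate also reaching 60%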;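 note: luciferase light reporting Pax8 driven TPO promoter activity; plate controls were median of neutral control wells for no effect and mitoxantrone controls for full effect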
PglD DTNB: C. jejuni PglD acetyltransferase inhibitors, primary screen, biochemical, DTNB colorimetric, single point; inhibition, % at 12.5 µM; actives 0.098% (n = 360,000); UDP-N-acetylbacillosamine N-acetyltransferase PglD (Campylobacter jejuni); purified PglD enzyme, DTNB colorimetric CoA detection; in the data active = inhibition above about 16%, passing the limit was not always enough; note: strong numbers were not always called active
GSIS activator: GLuc luminescence reporter in INS-1E cells, primary screen for activators of glucose-dependent secretion of insulin; INS-1E GLuc reporter insulin secretion, 2-3 h; actives 0.61% (n = 370,000); activation, % at 16.6 µM; AID 743287, 2014;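 active = lowest replicate activation of at least 40%, so every replicate reaches that level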;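 note: 0% = median of neutral control wells and 100% = median of IBMX positive control wells; some compounds called inactive have numbers as strong as hits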
PGC1a acetyl inh: inhibitors of PGC1a acetylation signal, primary screen, cell-based, U2OS, AlphaScreen, inhibitor mode. AID 651687, 2012. inhibition, % at 15.6 µM. AlphaScreen anti-acetyl-lysine; with virally co-expressed GCN5 acetyltransferase. actives 0.17% (n = 350,000);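 active = every replicate shows inhibition of at least 40%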;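 note: 0% = neutral control wells and 100% = positive control wells; some results beyond the cut were filed as inactive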
ARNT TACC3 PPI: disruptors of ARNT/TACC3 protein interaction, primary screen, biochemical, AlphaScreen, single concentration. Transforming acidic coiled-coil-containing protein 3 (Homo sapiens), Q9Y6A5. AlphaScreen His-ARNT PAS-B/GST-TACC3 binding, luminescence; TACC3 fragment carries E629A point mutation. inhibition, % at 9.99 µM. actives 0.66% (n = 390,000);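 active = mean inhibition of replicates at least 50% and at least half of replicates each reaching 50%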;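 note: 0% = complete ARNT plus TACC3 wells and 100% = ARNT alone without TACC3; many hits fall short of the cut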
Statin myotox sup: suppressors of statin myotoxicity in C2C12 myotubes, primary screen, cell-based, single point, plate reader | C2C12 myotubes + simvastatin, ATP luminescence, 48 h; scaled: DMSO 0, geranylgeraniol control 100 | rescue of ATP level, % at 7.49 µM | actives 0.78% (n = 330,000);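 active = mean ATP rescue above about 67%, or every replicate alone reaching that limit, limit read from the data, passing the limit was not always enough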;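 note: myotubes were challenged with 10 µM simvastatin during compound exposure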
LGR2 antag: inhibitors of bursicon-induced LGR2 CRE-luciferase signal, primary screen, cell-based, HEK293, CRE-luciferase reporter, bursicon stimulation. actives 0.35% (n = 380,000). AID 720647, 2013. inhibition, % at 9.99 µM. bursicon-stimulated, 4 h;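 active = drop in luminescence signal, shown as inhibition above about 50% in the replicate tests, limit read from the data, passing the limit was not always enough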;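 note: agonist challenge used bursicon conditioned medium at about half maximal strength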
Numbers without * were called inactive; & = joins results of further samples.

What do the screens show for `O=c1oc2ccccc2c(O)c1C(c1ccc([N+](=O)[O-])cc1)c1c(O)c2ccccc2oc1=O`?
Cneo AK release: -1; PAX8 reporter: 13; PglD DTNB: -90; GSIS activator: 1; PGC1a acetyl inh: -6; Statin myotox sup: 9

What do the screens show for `CCCCCC[N+](=O)[O-]`?
Cneo AK release: -1; PglD DTNB: 5; GSIS activator: 11; PGC1a acetyl inh: 4; Statin myotox sup: 10; LGR2 antag: -1

What do the screens show for `O=C1NC(=O)C(CCc2ccccn2)(Cc2ccc3c(c2)OCO3)C(=O)N1CCc1ccccc1` (configuration not stated)?
Cneo AK release: -1; PAX8 reporter: 12; PglD DTNB: 0; PGC1a acetyl inh: -10

How did CCCc1nc2ccccc2c(=O)n1-c1ccccc1OC do in these assays?
Cneo AK release: -3; PglD DTNB: 3; ARNT TACC3 PPI: -3; Statin myotox sup: 2

Results for O=C(NC(Oc1ccccc1)C(Cl)(Cl)Cl)c1ccccc1 (configuration not stated) ?
Cneo AK release: 0; PAX8 reporter: 4; PglD DTNB: 9; PGC1a acetyl inh: -8; ARNT TACC3 PPI: 1; Statin myotox sup: 12

How did Nc1cccc2c1Cc1cc([N+](=O)[O-])ccc1-2 do in these assays?
Cneo AK release: 6; PAX8 reporter: -88; PglD DTNB: -6; GSIS activator: 1; PGC1a acetyl inh: -4; ARNT TACC3 PPI: -2; Statin myotox sup: -5; LGR2 antag: -12

How did N#CCCCCC#N do in these assays?
Cneo AK release: 2; PglD DTNB: 0; GSIS activator: 1; PGC1a acetyl inh: 2; ARNT TACC3 PPI: -2; Statin myotox sup: 7; LGR2 antag: 9

How did C[C@]12CCC(=O)C=C1CCC1C2CC[C@@]2(C)C1CC[C@@H]2O (some centres not stated) do in these assays?
Cneo AK release: 0; PAX8 reporter: -14; PglD DTNB: 3; PGC1a acetyl inh: 5; ARNT TACC3 PPI: -2; Statin myotox sup: 5; LGR2 antag: -4

Results for CN1C2CCC1CC(OC(=O)c1ccc(Cl)cc1)(C(=O)O)C2 (configuration not stated) ?
PAX8 reporter: 1; GSIS activator: 8; ARNT TACC3 PPI: -6; LGR2 antag: -8

What do the screens show for `COC(=O)C1=C(c2cc3ccccc3s2)C[C@@H]2CC[C@H]1N2C(=O)NC1CC1`?
Cneo AK release: -1; PAX8 reporter: -1; PglD DTNB: 1; GSIS activator: -3; PGC1a acetyl inh: -9; ARNT TACC3 PPI: 2; Statin myotox sup: -2; LGR2 antag: 10

What do the screens show for `COc1ccc(C(=O)C2(C)N(O)C(C)C(c3cccs3)=[N+]2[O-])cc1` (configuration not stated)?
Cneo AK release: -10; PglD DTNB: 4; PGC1a acetyl inh: 22; ARNT TACC3 PPI: 27; Statin myotox sup: 22; LGR2 antag: 10

Results for CC12CCC(=O)C=C1CC(O)C1C2CCC2(C)C1CCC2(C)O (configuration not stated) ?
Cneo AK release: -1; PAX8 reporter: 4; PglD DTNB: -3; GSIS activator: -8; PGC1a acetyl inh: -10; ARNT TACC3 PPI: -3; Statin myotox sup: -2; LGR2 antag: 10

What do the screens show for `CC(=O)O[C@H]1CC[C@]2(C)C3CC[C@@]4(C)C(C[C@@H](O)[C@@H]4O)C3[C@@H](OC(C)=O)C[C@H]2C1` (some centres not stated)?
Cneo AK release: 0; PAX8 reporter: 5; PglD DTNB: -2; PGC1a acetyl inh: -8; Statin myotox sup: -3; LGR2 antag: 11

Results for CCC(C)(C)c1ccc(O)cc1 ?
Cneo AK release: 2; PglD DTNB: 2; GSIS activator: 5; PGC1a acetyl inh: 3; Statin myotox sup: 3; LGR2 antag: 14

Results for O=C1NC(=O)C(=Cc2ccccc2Oc2ccc(F)cc2)C(=O)N1 ?
PAX8 reporter: -11; GSIS activator: -18; ARNT TACC3 PPI: -1; LGR2 antag: 9

What do the screens show for `C=CCOC(=O)N1Cc2ccccc2-n2nncc2C1`?
Cneo AK release: 2; PAX8 reporter: -1; PglD DTNB: 2; GSIS activator: 0; PGC1a acetyl inh: 7; Statin myotox sup: 4; LGR2 antag: -17

What do the screens show for `COP(=O)(OC)/C(C=O)=N/Nc1ccc([N+](=O)[O-])cc1`?
PAX8 reporter: -2; GSIS activator: -29; PGC1a acetyl inh: 1; ARNT TACC3 PPI: 2; LGR2 antag: 14

How did CC12CCC3c4ccc(OP(=O)(N5CC5)N5CC5)cc4CCC3C1CCC2=O (configuration not stated) do in these assays?
Cneo AK release: -2; PAX8 reporter: 17; PglD DTNB: 1; GSIS activator: 14; PGC1a acetyl inh: 11; ARNT TACC3 PPI: 0; Statin myotox sup: 10; LGR2 antag: 8

How did COc1ccc(OC)c(N2C(=O)NC(=O)C(CCc3ccncc3)(CCc3ccncc3)C2=O)c1 do in these assays?
Cneo AK release: -2; PglD DTNB: 4; GSIS activator: 21; PGC1a acetyl inh: 4; ARNT TACC3 PPI: 11; Statin myotox sup: 64; LGR2 antag: -4

Results for CN1CCN(Cc2nc3ccccc3n2C)CC1 ?
Cneo AK release: 6; PAX8 reporter: -14; PglD DTNB: 0; ARNT TACC3 PPI: 17; Statin myotox sup: 1

How did O=C1NCN(c2ccccc2)C12CCN(C(CCc1ccccc1)c1nnnn1-c1ccc3c(c1)OCCO3)CC2 (configuration not stated) do in these assays?
Cneo AK release: 7; PAX8 reporter: 21; PglD DTNB: -7; GSIS activator: 34; PGC1a acetyl inh: -29; Statin myotox sup: 7; LGR2 antag: 23

How did O=C(COc1ccccc1)N1CCN(CC(O)COc2ccccc2)CC1 (configuration not stated) do in these assays?
Cneo AK release: 0; PglD DTNB: -3; GSIS activator: 6; PGC1a acetyl inh: 0; ARNT TACC3 PPI: -4; Statin myotox sup: 13

Results for COCCN1Cc2cc(=O)n3c([nH]c4ccccc43)c2C1=N ?
Cneo AK release: 0; PAX8 reporter: -65; PglD DTNB: 8; GSIS activator: -15; PGC1a acetyl inh: 5; ARNT TACC3 PPI: -2; LGR2 antag: -25

How did COc1cc2c3c(c1OC)-c1cc(O)ccc1CC3NCC2 (configuration not stated) do in these assays?
Cneo AK release: -3; PglD DTNB: -1; PGC1a acetyl inh: 4; ARNT TACC3 PPI: -1; Statin myotox sup: 16

How did CCN1C[C@]2(C)CC[C@H](OC)[C@]34C2[C@H](OC(C)=O)[C@@]2(OCO[C@@]25C[C@H](OC)[C@H]2C[C@]3(O)C5[C@H]2OC)[C@@H]14 do in these assays?
Cneo AK release: 1; PAX8 reporter: 1; PglD DTNB: -1; GSIS activator: 6; ARNT TACC3 PPI: -26; Statin myotox sup: -4; LGR2 antag: 1

Results for CCCNS(=O)(=O)c1ccc(OCC(=O)N2CCN(Cc3ccccc3)CC2)cc1 ?
Cneo AK release: 0; PAX8 reporter: 14; PglD DTNB: 3; PGC1a acetyl inh: 6; ARNT TACC3 PPI: -10; Statin myotox sup: -3

What do the screens show for `O=C(NC(=S)N1C[C@H]2C[C@H](C1)c1cccc(=O)n1C2)c1ccc(Cl)cc1Cl`?
Cneo AK release: 1; PglD DTNB: 4; GSIS activator: -4; PGC1a acetyl inh: 8; ARNT TACC3 PPI: -7; Statin myotox sup: 1; LGR2 antag: -7

How did O=C1N[C@H](Cc2ccccc2)C(=O)N2[C@@H]3[C@H](C[C@@H]12)c1ccccc1N3OOSc1ccccc1 do in these assays?
Cneo AK release: 0; PAX8 reporter: 0; PglD DTNB: 3; GSIS activator: 4; PGC1a acetyl inh: -3; ARNT TACC3 PPI: -4; Statin myotox sup: -2; LGR2 antag: 0

How did CC1CCN(CC(=O)c2ccccc2Cl)CC1 do in these assays?
Cneo AK release: -3; PAX8 reporter: 3; PglD DTNB: 2; GSIS activator: 10; ARNT TACC3 PPI: -9; Statin myotox sup: -2; LGR2 antag: -36

What do the screens show for `O=C(N/N=C/c1c(O)n(CCc2ccccc2)c(=O)[nH]c1=O)c1ccccc1`?
Cneo AK release: 2; PAX8 reporter: -17; PglD DTNB: 2; GSIS activator: 14; PGC1a acetyl inh: 3; LGR2 antag: 3

Results for Cc1ccccc1S(=O)(=O)N1[C@@H]2Cn3c(ccc(-c4cccnc4)c3=O)[C@H]1[C@@H](C(=O)O)[C@@H]2CO ?
Cneo AK release: -2; PAX8 reporter: 9; PglD DTNB: -1; GSIS activator: 7; ARNT TACC3 PPI: 7; Statin myotox sup: -13; LGR2 antag: 12

Results for Nc1ncc([N+](=O)[O-])s1 ?
Cneo AK release: 0; PglD DTNB: -7; GSIS activator: 11; PGC1a acetyl inh: -3; Statin myotox sup: 8; LGR2 antag: 0

How did Cc1nn(-c2ccccc2)c2c1CC1(C(=O)N(C)C(=O)N(C)C1=O)C1CCCCN21 (configuration not stated) do in these assays?
Cneo AK release: 1; PAX8 reporter: -4; PglD DTNB: 3; PGC1a acetyl inh: 5; ARNT TACC3 PPI: 0; Statin myotox sup: -9

What do the screens show for `CN1CCN(C(=O)COc2ccc(C(C)(C)C)cc2Br)CC1`?
Cneo AK release: -2; PAX8 reporter: -15; PglD DTNB: -1; PGC1a acetyl inh: -4; ARNT TACC3 PPI: -1; Statin myotox sup: -4

What do the screens show for `Cc1cccc(N2CCc3c2nc2ccccc2c3N)c1`?
Cneo AK release: -1; PAX8 reporter: -13; PglD DTNB: 1; GSIS activator: 16; PGC1a acetyl inh: 14&7; ARNT TACC3 PPI: 3&16; Statin myotox sup: -17; LGR2 antag: -10

What do the screens show for `CC(=O)Nc1ccccc1C(=O)OCc1cccc(F)c1`?
Cneo AK release: 0; PAX8 reporter: -64; PglD DTNB: 3; GSIS activator: 16; PGC1a acetyl inh: 4; ARNT TACC3 PPI: -6; Statin myotox sup: 7; LGR2 antag: -14

What do the screens show for `COc1ccc(Cn2c(O)c(C=Nc3c(C)n(C)n(-c4ccccc4)c3=O)c(=O)[nH]c2=O)cc1`?
PAX8 reporter: -25; GSIS activator: -8; ARNT TACC3 PPI: 2; LGR2 antag: -27

How did CNC(=S)N(C)CCc1cc2c(c(OC)c1/C=C1/C(=O)NC(=O)N(C)C1=O)OCO2 do in these assays?
PAX8 reporter: -7; GSIS activator: -3; PGC1a acetyl inh: -2; ARNT TACC3 PPI: 4; Statin myotox sup: -6; LGR2 antag: 12

Results for CC(C)(C)NCC(O)c1cc(Cl)c(N)c(Cl)c1 (configuration not stated) ?
Cneo AK release: 1; PAX8 reporter: -6; PglD DTNB: 3; PGC1a acetyl inh: -10; ARNT TACC3 PPI: 2; Statin myotox sup: 27; LGR2 antag: -1

Filtered by structure, the compounds so far containing a thiophene ring, fused or not
What do the screens show for `COC(=O)C1=C(c2cc3ccccc3s2)C[C@@H]2CC[C@H]1N2C(=O)NC1CC1`?
Cneo AK release: -1; PAX8 reporter: -1; PglD DTNB: 1; GSIS activator: -3; PGC1a acetyl inh: -9; ARNT TACC3 PPI: 2; Statin myotox sup: -2; LGR2 antag: 10

What do the screens show for `COc1ccc(C(=O)C2(C)N(O)C(C)C(c3cccs3)=[N+]2[O-])cc1` (configuration not stated)?
Cneo AK release: -10; PglD DTNB: 4; PGC1a acetyl inh: 22; ARNT TACC3 PPI: 27; Statin myotox sup: 22; LGR2 antag: 10

This is a subset; count on the stated rates, not on these rows.
